Assay outcomes from PubChem BioAssay.
Salmonella PhoP GFP: inhibitors of PhoP regulon expression, primary screen, Salmonella Typhimurium, GFP reporter (AID 1863) | S. Typhimurium PhoP-regulated promoter GFP reporter, 4 h; higher % means a stronger effect | one-dose inhibition, % at 50 µM; IC50 in µM for titrated hits | actives 0.16% (n = 300,000);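 active = inhibition over 29.93%, a cutoff 3 SD above the screen mean, later confirmed by dose response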;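 also: 0% = low Mg2+ inducing control and 100% = high Mg2+ repressing control; strong numbers were not always called active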
TNAP activators: stimulation of alkaline phosphatase TNAP activity – biochemical, luminescent, no phosphate acceptor, uHTS, primary screen (AID 1001) | purified TNAP, luminescent activation assay, no phosphate acceptor; higher activation fold means a stronger effect | actives 0.03% (n = 200,000) | activation fold at 20 µM; hits with a dose series show EC50 in µM; in the data active = activation fold from about 3, or a potency from the dose series; inactive = the rest, 99 in 100 with activation fold below about 1.6; also: many of its hits are not listed in these tables
UTI89 phage lysis: inhibition of K1F phage lysis, E. coli UTI89, bacterial capsule biogenesis inhibitors, alamar blue (AID 488966); inhibition, % at 100 µM; hits with a dose series show IC50 in µM; actives 0.02% (n = 340,000); E. coli UTI89 K1F phage lysis, alamar blue, 2 h; higher % means a stronger effect;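 active = phage lysis inhibition, versus mean bacterial control, above a set limit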;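 also: capsule biogenesis inhibitors block K1F phage lysis so surviving cells raise fluorescence; higher fluorescence means more inhibition of phage lysis; actives were called in the ten point dose series up to 300 µM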
SV40 large T antigen: TAg ATPase/helicase activity blockers – biochemical (AID 1903); one-dose inhibition, % at 20 µM; IC50 in µM for titrated hits; SV40 large T antigen ATPase/helicase inhibition assay; higher % means a stronger effect; actives 0.39% (n = 310,000); in the data active = a potency from the dose series; also: strong numbers were not always called active
MgcRacGAP inhibition: MgcRacGAP GTPase-activating activity inhibitors, confirmation, biochemical, ADP Hunter fluorescence. MgcRacGAP-stimulated Rac1 GTP hydrolysis, ADP Hunter fluorescence; higher % means a stronger effect; GST-tagged Rac1 F28L mutant substrate. one-dose inhibition, % at 30 µM; IC50 in µM for titrated hits. actives 0.6% (n = 340,000). AID 624330;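 active = first-screen hits whose inhibition reached a set limit at any dose in the follow-up dose series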;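 also: fluorescence reports GDP produced by GAP-driven GTP hydrolysis; strong numbers were not always called active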
T cell modulator: T cell immune modulation candidate; 2C CD8+ T cell-vesicle binding, flow cytometry; active compounds read low; actives 0.068% (n = 330,000); calls only at 7 µM;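 active = response, share of CD8 T cells binding vesicles, and their 90th percentile fluorescence all below set limits, cut at about 80% in these data, passing the limit was not always enough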
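Assay system: 2C TCR transgenic mouse naive CD8+ T cells, MACS-purified | Read-out: CD8+ gate FL2 mean fluorescence as % of same-row positive control | Signal: High-throughput flow cytometry with anti-B7-1 and anti-CD8 staining | Timing: Binding step 1.5 h, 37 °C, antibody labelling 20 min, ice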
Myeloid diff 2: promotes myeloid progenitor differentiation. actives 1% (n = 360,000). ER-HoxA9 myeloid progenitors, lysozyme-GFP differentiation, flow cytometry. AID 624256. calls only at 10 µM;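 active = normalized GFP-positive differentiation at or above the plate's own cutoff, the solvent-only control mean plus 3 SD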;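 also: cells exposed to compound for four days before flow analysis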
NTR1 ag: NTR1-driven beta-arrestin-GFP spot formation – imaging, U2OS cells, high content, primary screen (AID 493036); P30989; agonist mode; activation, % at 20 µM; actives 0.17% (n = 330,000);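 active = activation at or above 40% of the spot to cytoplasm intensity ratio, with at least 20 cells analyzed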;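 also: 0% = DMSO without peptide and 100% = 100 nM NTR1 peptide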
Target sequence (P30989 whole entry, looked up): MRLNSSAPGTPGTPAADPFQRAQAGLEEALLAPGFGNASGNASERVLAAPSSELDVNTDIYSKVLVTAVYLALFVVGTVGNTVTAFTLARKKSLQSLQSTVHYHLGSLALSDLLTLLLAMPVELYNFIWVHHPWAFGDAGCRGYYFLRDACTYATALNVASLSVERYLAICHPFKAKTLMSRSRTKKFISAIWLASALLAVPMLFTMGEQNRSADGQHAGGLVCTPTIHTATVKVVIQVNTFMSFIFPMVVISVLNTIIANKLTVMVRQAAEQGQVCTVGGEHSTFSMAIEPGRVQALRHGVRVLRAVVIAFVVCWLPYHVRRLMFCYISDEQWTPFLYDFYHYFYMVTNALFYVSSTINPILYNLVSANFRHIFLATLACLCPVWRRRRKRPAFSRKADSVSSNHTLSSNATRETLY
RSV CPE inhibition: RSV antiviral activity via CPE protection, HEp-2 cells, primary 10 µM value included (AID 2391); HEp-2 cells, RSV-induced CPE inhibition; higher % means a stronger effect; CPE inhibition, % at 10 µM, or IC50 in µM where a hit was titrated; actives 0.13% (n = 310,000); in the data active = a potency from the dose series; also: strong numbers were not always called active
T cell modulator vesicle-bound %: second read-out of T cell modulator, no call of its own (marks repeat the call); double positive events, %; measured here: CD8+ vesicle-bound cell fraction;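 binding gate set so that unloaded-vesicle control wells show 10% double positive cells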
NTR1 ag cell count 20 µM: second read-out of NTR1 ag, no call of its own (marks repeat the call); cell count; measured here: cell count, cytotoxicity flag
Myeloid diff 2 GFP+ MAC1+ %: recorded beside Myeloid diff 2, whose call it bears; GFP+ MAC1+ double positive, %; measured here: differentiation confirmed by MAC1 staining
Active calls of the source: *; & = joins results of further samples; [ ] = another dose, or the depositor's remark. Compounds as they come. About 2.3% of those tested had a hit in this group.

Results for Cc1cccc(-c2nc(CSCC(=O)N3CCN(Cc4ccc5c(c4)OCO5)CC3)c(C)o2)c1 ?
Salmonella PhoP GFP: -1%; TNAP activators: 1.3; UTI89 phage lysis: 0.1%; SV40 large T antigen: -1%; MgcRacGAP inhibition: 8%; T cell modulator: inactive; NTR1 ag: 0.9; RSV CPE inhibition: 4.5%; T cell modulator vesicle-bound %: 16; NTR1 ag cell count 20 µM: 46

Results for CN(Cc1ccco1)Cc1ccc(O)c2ncccc12 ?
UTI89 phage lysis: -0.1%; MgcRacGAP inhibition: 6%; T cell modulator: inactive; Myeloid diff 2: inactive; NTR1 ag: -0.6; T cell modulator vesicle-bound %: 8; NTR1 ag cell count 20 µM: 55; Myeloid diff 2 GFP+ MAC1+ %: 0.6

Results for COc1ccc(S(=O)(=O)N2CCC(C(=O)NCCN3CCOCC3)CC2)cc1OC ?
Salmonella PhoP GFP: -3%; UTI89 phage lysis: -0.3%; SV40 large T antigen: 5%; MgcRacGAP inhibition: 4%; T cell modulator: inactive; Myeloid diff 2: inactive; NTR1 ag: 2.4; RSV CPE inhibition: 1.6%; T cell modulator vesicle-bound %: 40; NTR1 ag cell count 20 µM: 67; Myeloid diff 2 GFP+ MAC1+ %: 0.4

How did COc1cc(-c2cc(N3C(=O)Nc4ccccc4N3O)n[nH]2)cc(OC)c1OC do in these assays?
Salmonella PhoP GFP: 2%; TNAP activators: 1.2; UTI89 phage lysis: 0.1%; SV40 large T antigen: 7%; MgcRacGAP inhibition: 1%; T cell modulator: inactive; Myeloid diff 2: inactive; NTR1 ag: 1.8; RSV CPE inhibition: 1.1%; T cell modulator vesicle-bound %: 52; NTR1 ag cell count 20 µM: 74; Myeloid diff 2 GFP+ MAC1+ %: 1.4

Results for CN(CC(=O)NCc1cccc(F)c1)C(=O)c1ccco1 ?
Salmonella PhoP GFP: 30%; TNAP activators: 1.2; UTI89 phage lysis: 0.2%; SV40 large T antigen: -15%; MgcRacGAP inhibition: 9%; T cell modulator: inactive; Myeloid diff 2: inactive; NTR1 ag: 1.5; RSV CPE inhibition: 1.7%; T cell modulator vesicle-bound %: 13; NTR1 ag cell count 20 µM: 44; Myeloid diff 2 GFP+ MAC1+ %: 7.2

What do the screens show for `CC(C)CC1NC(=O)N(CC(=O)Nc2ccc(OCc3ccccc3)cc2)C1=O` (centres undefined)?
UTI89 phage lysis: 0.9%[50 µM]; MgcRacGAP inhibition: 3%; Myeloid diff 2: inactive; NTR1 ag: 0.4; NTR1 ag cell count 20 µM: 74; Myeloid diff 2 GFP+ MAC1+ %: 1.3

How did CN(C)CCN(Cc1ccccc1)c1ccccn1 do in these assays?
Salmonella PhoP GFP: 3%&-2%&1%; TNAP activators: 1.1&1.1; UTI89 phage lysis: 1.6%; SV40 large T antigen: 21%&-4%&-9%; MgcRacGAP inhibition: 6%; T cell modulator: inactive; Myeloid diff 2: inactive; NTR1 ag: -1.0; RSV CPE inhibition: -1.4%; T cell modulator vesicle-bound %: 25; NTR1 ag cell count 20 µM: 64; Myeloid diff 2 GFP+ MAC1+ %: 1.9

How did Cc1cccc(N(CC(=O)NCc2ccco2)C(=O)CCC(=O)Nc2nccs2)c1 do in these assays?
TNAP activators: 1.1; UTI89 phage lysis: 0.6%; MgcRacGAP inhibition: 6%; T cell modulator: inactive; Myeloid diff 2: inactive; NTR1 ag: 0.6; RSV CPE inhibition: -2.6%; T cell modulator vesicle-bound %: 24; NTR1 ag cell count 20 µM: 12; Myeloid diff 2 GFP+ MAC1+ %: 0.0

Results for COCCSc1nnc(NS(=O)(=O)Cc2ccccc2)s1 ?
Salmonella PhoP GFP: -10%; TNAP activators: 1; UTI89 phage lysis: 0.0%; SV40 large T antigen: 1%; MgcRacGAP inhibition: 18%; T cell modulator: inactive; Myeloid diff 2: inactive; NTR1 ag: 0.2; RSV CPE inhibition: -0.6%; T cell modulator vesicle-bound %: 30; NTR1 ag cell count 20 µM: 61; Myeloid diff 2 GFP+ MAC1+ %: 5.6

Results for COC(=O)c1[nH]c2cc(OC)ccc2c1NC(=O)CN1CCOCC1 ?
Salmonella PhoP GFP: 3%; TNAP activators: 1; SV40 large T antigen: -1%; NTR1 ag: 0.6; NTR1 ag cell count 20 µM: 72

Results for NS(=O)(=O)c1cccc(NC(=O)c2ccc3nc[nH]c3c2)c1 ?
Salmonella PhoP GFP: 4%; UTI89 phage lysis: 0.2%; SV40 large T antigen: 6%; T cell modulator: inactive; Myeloid diff 2: inactive; NTR1 ag: -0.6; RSV CPE inhibition: 0.7%; T cell modulator vesicle-bound %: 5; NTR1 ag cell count 20 µM: 42; Myeloid diff 2 GFP+ MAC1+ %: 1.0

What do the screens show for `CCOC(=O)c1ccc(NC(=O)CN2CCc3ccccc3C2)cc1`?
Salmonella PhoP GFP: 17%; TNAP activators: 1.1; UTI89 phage lysis: -0.3%; SV40 large T antigen: 1%; MgcRacGAP inhibition: -3%; T cell modulator: inactive; Myeloid diff 2: inactive; NTR1 ag: 2.9; RSV CPE inhibition: 3.7%; T cell modulator vesicle-bound %: 22; NTR1 ag cell count 20 µM: 47; Myeloid diff 2 GFP+ MAC1+ %: 1.9

Results for Cn1c(=O)c(=O)n(C)c2cc(S(=O)(=O)CCC(=O)NCc3ccccc3)ccc21 ?
UTI89 phage lysis: 6.8%; SV40 large T antigen: 7%; MgcRacGAP inhibition: 0%; T cell modulator: inactive; Myeloid diff 2: inactive; NTR1 ag: -4.0; RSV CPE inhibition: 1.6%; T cell modulator vesicle-bound %: 43; NTR1 ag cell count 20 µM: 44; Myeloid diff 2 GFP+ MAC1+ %: 3.6

How did COc1ccc(C)cc1NC(=O)CCc1ccc(S(=O)(=O)N2CCOCC2)cc1 do in these assays?
UTI89 phage lysis: 0.7%[50 µM]; MgcRacGAP inhibition: 4%; T cell modulator: inactive; Myeloid diff 2: inactive; NTR1 ag: -0.3; RSV CPE inhibition: 0.8%; T cell modulator vesicle-bound %: 29; NTR1 ag cell count 20 µM: 56; Myeloid diff 2 GFP+ MAC1+ %: 0.6

How did CC1(C)Cc2ccccc2-c2nnc(SCC(=O)N3CCN(c4ccccc4)CC3)n21 do in these assays?
Salmonella PhoP GFP: -11%; TNAP activators: 1.1; UTI89 phage lysis: 0.0%; SV40 large T antigen: 13%; MgcRacGAP inhibition: 4%; T cell modulator: inactive; Myeloid diff 2: inactive; NTR1 ag: 0.7; RSV CPE inhibition: 2.8%; T cell modulator vesicle-bound %: 24; NTR1 ag cell count 20 µM: 91; Myeloid diff 2 GFP+ MAC1+ %: 17

Results for CC1CCN(c2nc3ccc(C(=O)N4CCN(Cc5ccccc5)CC4)cc3s2)CC1 ?
Salmonella PhoP GFP: 8%; TNAP activators: 1.1; UTI89 phage lysis: 1.9%; SV40 large T antigen: -2%; MgcRacGAP inhibition: 13%; T cell modulator: inactive; Myeloid diff 2: inactive; NTR1 ag: 16; RSV CPE inhibition: 2.9%; T cell modulator vesicle-bound %: 32; NTR1 ag cell count 20 µM: 41; Myeloid diff 2 GFP+ MAC1+ %: 3.9

How did C=CCc1ccccc1OCC(O)Cn1ccnc1C (centres undefined) do in these assays?
Salmonella PhoP GFP: 7%; TNAP activators: 1.1; UTI89 phage lysis: 0.0%; SV40 large T antigen: 10%; MgcRacGAP inhibition: 9%; T cell modulator: inactive; Myeloid diff 2: inactive; NTR1 ag: 1.4; RSV CPE inhibition: 2.6%; T cell modulator vesicle-bound %: 24; NTR1 ag cell count 20 µM: 64; Myeloid diff 2 GFP+ MAC1+ %: 2.0

How did CCC1=C2CC[C@H]3C(=O)N(CC)C(=O)[C@H]3[C@H]2[C@@]2(Cc3ccccc3)C(=O)N(Cc3ccccc3)C(=O)N2C1=O do in these assays?
Salmonella PhoP GFP: -2%; UTI89 phage lysis: 0.7%; SV40 large T antigen: 17%; MgcRacGAP inhibition: 7%; T cell modulator: inactive; Myeloid diff 2: inactive; NTR1 ag: 1.3; RSV CPE inhibition: 1.0%; T cell modulator vesicle-bound %: 34; NTR1 ag cell count 20 µM: 89; Myeloid diff 2 GFP+ MAC1+ %: 0.9

What do the screens show for `CCCCCCSc1ccc([C@@H]2[C@H]3C(=O)N(CC)C(=O)[C@H]3[C@]3(C(=O)OC)CCCCN23)cc1OC`?
UTI89 phage lysis: 0.2%; MgcRacGAP inhibition: 5%; T cell modulator: inactive; Myeloid diff 2: inactive; NTR1 ag: -1.3; T cell modulator vesicle-bound %: 35; NTR1 ag cell count 20 µM: 56; Myeloid diff 2 GFP+ MAC1+ %: 0.6

What do the screens show for `C=CCCC(=O)Nc1nc(C)c(-c2csc(Nc3ccc(Cl)cc3Cl)n2)s1`?
Salmonella PhoP GFP: -1%; TNAP activators: 1; UTI89 phage lysis: 0.1%; SV40 large T antigen: 7%; MgcRacGAP inhibition: 2%; T cell modulator: inactive; Myeloid diff 2: inactive; NTR1 ag: 7.9; RSV CPE inhibition: 13%; T cell modulator vesicle-bound %: 28; NTR1 ag cell count 20 µM: 83; Myeloid diff 2 GFP+ MAC1+ %: 2.8

What do the screens show for `S=c1[nH]nc(-c2ccncc2)n1/N=C/c1cn(-c2ccccc2)nc1-c1ccc(Cl)cc1`?
Salmonella PhoP GFP: -5%; SV40 large T antigen: 10%; T cell modulator: inactive; Myeloid diff 2: inactive; NTR1 ag: 3.3; RSV CPE inhibition: 4.4%; T cell modulator vesicle-bound %: 54; NTR1 ag cell count 20 µM: 38; Myeloid diff 2 GFP+ MAC1+ %: 0.7
